# JMJD2E inh – JMJD2E (human) inhibition | B2RXH2 | JMJD2E catalytic domain, FDH-coupled NADH fluorescence (FDH is formaldehyde dehydrogenase) | Potency, µM (titrated, usually from 57.1 µM), for the others: top-dose activity change, negative = inhibition, usual class: inhibitors | 230,000 compounds, 1.6% hits; active means well fitted inhibition curve with a large enough effect, not every such curve was filed as active; inconclusive means small, poorly fitted or top-dose-only effect, or another doubt; inactive means no such curve, though single readings can be large or run the other way;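 further: 0% = wells with enzyme and -100% = buffer wells without enzyme; nearly all actives have a fitted effect of over 50% in size; many of its hits are not listed in these tables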
# Target sequence (B2RXH2 1-337 limits assumed): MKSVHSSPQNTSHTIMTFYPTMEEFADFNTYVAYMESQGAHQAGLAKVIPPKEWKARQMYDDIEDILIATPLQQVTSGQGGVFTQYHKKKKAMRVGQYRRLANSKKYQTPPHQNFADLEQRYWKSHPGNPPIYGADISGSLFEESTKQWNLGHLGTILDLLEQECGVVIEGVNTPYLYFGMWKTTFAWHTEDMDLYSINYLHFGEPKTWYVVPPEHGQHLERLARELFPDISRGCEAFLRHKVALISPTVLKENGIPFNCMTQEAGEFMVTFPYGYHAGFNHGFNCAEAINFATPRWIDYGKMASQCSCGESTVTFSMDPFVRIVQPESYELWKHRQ
# ALDH1A1 inh – ALDH1A1 (human) enzyme inhibition. Purified ALDH1A1, NADH fluorescence, propionaldehyde substrate. AID 1030. Potency, µM (highest dose often 75.3 µM), for inactives: at the top dose activity, negative = inhibition, hits mostly inhibitors. P00352. 220,000 compounds, 7.3% hits; active means well fitted inhibition curve with a large enough effect, not every such curve was filed as active; inconclusive means small, poorly fitted or top-dose-only effect, or another doubt; inactive means no such curve, though single readings can be large or run the other way;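 further: plate controls were no enzyme wells and a reference inhibitor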
# Target sequence (P00352 whole entry, looked up): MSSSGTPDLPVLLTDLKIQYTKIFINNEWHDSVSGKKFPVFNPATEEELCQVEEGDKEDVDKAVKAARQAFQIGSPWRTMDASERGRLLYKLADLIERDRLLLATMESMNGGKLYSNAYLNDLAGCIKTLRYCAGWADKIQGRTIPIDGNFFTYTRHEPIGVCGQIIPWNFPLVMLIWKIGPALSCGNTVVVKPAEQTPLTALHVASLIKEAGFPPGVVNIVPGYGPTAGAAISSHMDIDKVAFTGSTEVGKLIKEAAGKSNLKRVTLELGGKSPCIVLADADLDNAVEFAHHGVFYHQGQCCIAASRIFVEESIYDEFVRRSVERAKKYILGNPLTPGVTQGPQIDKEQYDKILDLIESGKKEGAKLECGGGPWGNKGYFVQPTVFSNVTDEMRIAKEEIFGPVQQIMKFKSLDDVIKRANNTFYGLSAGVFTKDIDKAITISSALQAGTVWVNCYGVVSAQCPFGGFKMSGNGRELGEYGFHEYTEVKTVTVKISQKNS
# Tau ThT inhib – inhibitors of human tau fibril formation, thioflavin T binding; 270,000 compounds, 2.1% hits; P10636; Potency, µM (highest dose often 57.4 µM), inactives show top-dose activity, negative = inhibition, actives largely listed as inhibitors; recombinant tau K18 P301L (four-repeat tau fragment), heparin-induced fibrillization, ThT fluorescence; further: on the % scale 0 is the no-effect control and ±100 the full control effect; nearly all actives have a fitted effect of over 55% in size
# Target sequence (P10636 561-689 P618L limits assumed): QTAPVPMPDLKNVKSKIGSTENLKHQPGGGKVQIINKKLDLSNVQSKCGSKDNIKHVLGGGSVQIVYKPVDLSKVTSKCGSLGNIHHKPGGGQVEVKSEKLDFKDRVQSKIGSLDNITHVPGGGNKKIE
#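 In this qHTS, human K18 P301L tau is incubated with compound and heparin for 6 hr at 37 C, and Thioflavin T fluorescence then reports fibril load.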
# RECQ1 helicase – inhibitors of human RECQ1 DNA helicase. P46063. RECQ1 DNA unwinding, red fluorescence kinetic read. Potency, µM (titrated, usually from 57.3 µM), for inactives: at the highest dose activity, negative = inhibition, most hits filed as inhibitors. 240,000 compounds, 0.54% hits. AID 2549;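 further: plate controls were vehicle for no effect and no enzyme for full effect; nearly all actives have a fitted effect of over 30% in size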
#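 50 nM RECQ1T1 preincubated 15 min with compound in Tris pH 8.0 buffer with MgCl2, DTT, Tween-20 and 2.5 ug/ml poly(dI-dC); started with 200 nM TAMRA/BHQ-2 forked duplex and 2 mM ATP. Unwinding read as fluorescence (525/598 nm), two reads 2 h apart.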
# SMN2 splice enh – increases expression of the SMN2 splice variant; HEK293 SMN2-luciferase splicing reporter, luminescence, 30-36 h; AID 1458; 210,000 compounds, 2.8% hits; Potency, µM (highest dose often 46.1 µM), for inactives: at the top dose activity change, positive = activation, actives largely listed as activators; further: % of control where 0% means no effect; nearly all actives have a fitted effect of over 55% in size
#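 HEK293 cells carry an SMN2 […]–luciferase reporter in which exon 7 inclusion puts luciferase in frame. Cells were plated 10-12 h before compound addition, then incubated 30-36 h at 37C. ONE-Glo luminescence was read; sodium butyrate at 4.5 mM final served as control.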
# L3MBTL1 block – blocks human L3MBTL1. Q9Y468. AlphaScreen L3MBTL1–H3K9me1 peptide binding. Potency, µM (titrated, usually from 57.1 µM), for inactives: top-dose activity, negative = inhibition, actives largely listed as inhibitors. 230,000 compounds, 0.66% hits. AID 485360; further: on the % scale 0 is the no-effect control and ±100 the full control effect; nearly all actives have a fitted effect of over 60% in size
#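 Read-out is AlphaScreen signal from streptavidin donor and nickel chelate acceptor beads (10 ug/mL final each) bridging L3MBTL1 (50 nM) and biotinylated K9-monomethylated H3(1-15) peptide (75 nM), after 30 min compound exposure at room temperature.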
# KinaseGlo FLuc – counter-screen: inhibitors of Kinase-Glo firefly luciferase; AID 1379; 200,000 compounds, 0.28% hits; Potency, µM (top dose mostly 38.3 µM), without a hit: top-dose activity change, negative = inhibition, actives largely listed as inhibitors; Kinase-Glo luciferase, ATP luminescence, 8 min; further: on the % scale 0 is the no-effect control and ±100 the full control effect; nearly all actives have a fitted effect of over 60% in size
#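 Inhibition of Kinase-Glo luciferase light generation was assessed at 10 uM ATP in pH 7.2 imidazole buffer, with luminescence measured after eight minutes at ambient temperature.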
# Lamin A splicing – LMNA splicing modulation; 200,000 compounds, 0.01% hits; Potency, µM (highest dose often 46.1 µM), inactives show at the highest dose ratio change, negative = inhibition, hits mostly inhibitors; HeLa LMNA splicing GFP/RFP minigene ratio, 48 h; active means well fitted inhibition curve with a large enough effect in the signal ratio, with a control signal flat, not every such curve was filed as active; inconclusive means small, poorly fitted or top-dose-only effect, or effect the other way, or a change in a side signal; the % refers to the signal ratio; further: on the % scale 0 is the no-effect control and ±100 the full control effect
#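 S3 HeLa cells stably expressing lamin A-EGFP splicing minigene plus DsRed2, 600 cells/well, 48 h compound exposure at 37C. Laser-scanning cytometry; analysed as GFP (500-530 nm)/RFP (575-640 nm) total intensity ratio; 0.5% DMSO vehicle.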
# Active calls of the source: *; i = inactive; ? = inconclusive; / = not tested or not shown; [ ] = remark or other dose. Unless noted, the call rests on the fitted dose curve; in most records, active means well fitted curve in the direction sought with a large enough effect; inconclusive means small, poorly fitted or top-dose-only effect, or another doubt; inactive means no such curve, though single readings can be large; an effect the other way counts as inactive or inconclusive. Potency means the concentration at half of the fitted maximal effect.
SMILES,JMJD2E inh,ALDH1A1 inh,Tau ThT inhib,RECQ1 helicase,SMN2 splice enh,L3MBTL1 block,KinaseGlo FLuc,Lamin A splicing
CCC1(C)Cc2c(sc3nc(NN)n(C)c(=O)c23)CO1 (stereo not given),?,?,?,i,2%,/,-4%,-6%
Cc1cccc(C)c1Nc1nnc(SCC(=O)c2ccc(Br)s2)s1,-9%,-6%,-7%,-11%,-23%,-16%,-2%,?
CCN(CC)c1ccc(NC(=O)c2ccco2)cc1,5%,-4%,?,-7%,3.2µM*,-7%,4%,-1%
Cc1ccc(/C=N/Nc2ccc3ccccc3n2)o1,?,?,?,-4%,1.1µM*,7%,?,/
Cn1c(Cc2ccccc2)nnc1SCC(=O)NC1CCCCC1,8%,6%,2%,0%,-12%,6%[11.4 µM],0%,14%
Cn1c(=O)c2c(ncn2CC(=O)OCC(=O)Nc2ccccc2Cl)n(C)c1=O,7%,-4%,1%,-3%,-13%,6%,2%,-8%
COc1cc(Br)cc2cc(C(=O)NCC3CCCO3)c(=O)oc12 (stereo not given),4%,5%,1%,-5%,-13%,4%,-2%,4%
COC(=O)CCCNC(=O)OCc1ccc([N+](=O)[O-])cc1,6%,2%,-2%,-11%,-16%,9%,2%,-7%
COC(=O)c1ccc(C2C(C(=O)c3cc4ccccc4o3)=C(O)C(=O)N2CCCN(C)C)cc1 (stereo not given),-8%,?,?,0%,-7%,-4%,-1%,-2%
Cc1ccc(C(=O)C(OC(=O)CNC(=O)c2ccc(Cl)cc2)c2ccccc2)cc1 (stereo not given),7%,11%,4%,-11%,-3%,-6%,-1%,4%
CCC1CCC(NC(=O)Nc2cccc(OC)c2)CC1 (stereo not given),-5%,7%,-10%,-16%,/,14%,-2%,-4%[46 µM]
O=C(O)Cc1ccc(C(=O)c2ccccc2F)s1,-8%,5µM*,-16%,-1%,-13%,/,0%,6%

# One compound at a time (already shown). Values in the order: JMJD2E inh, ALDH1A1 inh, Tau ThT inhib, RECQ1 helicase, SMN2 splice enh, L3MBTL1 block, KinaseGlo FLuc, Lamin A splicing
# CCC1CCC(NC(=O)Nc2cccc(OC)c2)CC1 (stereo not given) as listed: -5%, 7%, -10%, -16%, /, 14%, -2%, -4%[46 µM]
# CCC1(C)Cc2c(sc3nc(NN)n(C)c(=O)c23)CO1 (stereo not given) as listed: ?, ?, ?, i, 2%, /, -4%, -6%
# CCN(CC)c1ccc(NC(=O)c2ccco2)cc1 as listed: 5%, -4%, ?, -7%, 3.2µM*, -7%, 4%, -1%
# Cn1c(=O)c2c(ncn2CC(=O)OCC(=O)Nc2ccccc2Cl)n(C)c1=O as listed: 7%, -4%, 1%, -3%, -13%, 6%, 2%, -8%
# COC(=O)c1ccc(C2C(C(=O)c3cc4ccccc4o3)=C(O)C(=O)N2CCCN(C)C)cc1 (stereo not given) as listed: -8%, ?, ?, 0%, -7%, -4%, -1%, -2%

# A second format for part of the listing above.
# Each structure is followed by: JMJD2E inh	ALDH1A1 inh	Tau ThT inhib	RECQ1 helicase	SMN2 splice enh	L3MBTL1 block	KinaseGlo FLuc	Lamin A splicing
> COc1cc(Br)cc2cc(C(=O)NCC3CCCO3)c(=O)oc12 (stereo not given)
 : 4%	5%	1%	-5%	-13%	4%	-2%	4%
> COC(=O)CCCNC(=O)OCc1ccc([N+](=O)[O-])cc1
 : 6%	2%	-2%	-11%	-16%	9%	2%	-7%
> COC(=O)c1ccc(C2C(C(=O)c3cc4ccccc4o3)=C(O)C(=O)N2CCCN(C)C)cc1 (stereo not given)
 : -8%	?	?	0%	-7%	-4%	-1%	-2%

# More structures:
SMILES,JMJD2E inh,ALDH1A1 inh,Tau ThT inhib,RECQ1 helicase,SMN2 splice enh,L3MBTL1 block,KinaseGlo FLuc,Lamin A splicing
COc1ccc(/C=N/Nc2cc(C)nc(N3CCOCC3)n2)c(OC)c1,?,/,?,i,/,-6%,/,/
Cc1cccc(C)c1NC(=O)Cn1c(=O)n(CCCC(=O)NCc2ccco2)c(=O)c2sccc21,-3%,?,-11%,12%,/,-3%,/,?
Cc1nn(Cc2cccc(C(=O)NCC(C)C)c2)c(C)c1Br,-5%,2%,-14%,-2%,-19%,-20%,1%,?
COc1ccc2[nH]c3c(Cl)ncnc3c2c1,?,-1%,-2%,-12%,/,4%,/,-8%
Fc1ccc(C2CCCN2Cc2nc(Cc3ccccc3F)no2)cc1 (stereo not given),-4%,?,11%,21%,-29%,34%[activator],2%,/
CCSC1=C(C#N)C(c2ccc(OC)c(OC)c2)CC(=O)N1 (stereo not given),13%,-7%,-10%,-3%,?,/,-2%,-4%
COc1ccc(N=Cc2c(O)c3ccccc3n2C(C)=O)cc1,?,/,16µM*,15%,/,16%,/,/
CCN(CC)C(=O)CN(c1cc(Cl)ccc1OC)S(=O)(=O)c1ccc(C)c([N+](=O)[O-])c1,1%,?,-8%,2%,-18%,0%,0%,2%
CCN(CC)c1ccc(/C=C(/C#N)c2nc3ccc(C)cc3[nH]2)c(OC(C)C)c1,-3%,4%,?,i,-1%,-14%,-1%,?
O=C1CC(c2ccccc2)CC(O)=C1C=Nc1ccc(Cl)cc1 (stereo not given),-29%,-2%,-16%,3%,-4%[1.84 µM],-4%,-1%,-7%
Cc1ccc(NC(=O)COc2ccc3oc4c(c3c2)CCCC4)nc1,4%,-12%,1%,2%,0%,/,-5%,-1%
O=[N+]([O-])c1cccc(-c2nc(-c3cccs3)c(-c3cccs3)[nH]2)c1,-9%,?,?,-7%,-60%[inhibitor],-8%,-1%,28%
CCC(C)c1ccc(NC(=S)NCCn2cc(Br)cn2)cc1 (stereo not given),-5%,-55%,-9%,-2%,3%,-9%,-3%,-18%[46 µM]
COc1ccc(NC(=O)CN2CCN(Cc3ccc4c(c3)OCO4)CC2)cc1OC,0%,?,-7%,-1%,-27%,/,-1%,?
Cc1nc(-c2cccnc2)sc1C(=O)Nc1ccc(F)cc1F,2%,9%,-11%,-6%,2%,1%,-2%,0%
CCn1c(SCC(=O)NCc2ccc3c(c2)OCO3)nnc1-c1cccs1,-3%,7%,1%,-6%,-5%,-3%[11.4 µM],3%,4%
Cn1c(=O)[nH]c(=O)c2c1nc(Br)n2CCSc1nc2ccccc2o1,-1%,?,-10%,13%,?,/,0%,-12%
Cc1nc2ccc(NC(=O)NCCCO)cc2s1,?,-2%,-9%,i,13µM*,/,4%,-3%
S=C(Nc1ccccc1)Nc1ccc(Cl)cn1,3%,4%,-9%,11%,/,-3%,-6%,-5%[46 µM]
COc1ccc(S(=O)(=O)N(CCc2ccccc2)CC(=O)NC(C)C)cc1,2%,?,-13%,-4%,/,/,-5%,3%
CCc1nnc(NC(=O)CSc2nnc(CNC(=O)c3cc(OC)c(OC)c(OC)c3)o2)s1,?,10%,-4%,i,-44%,/,3%,29%[9.22 µM]
CCCCNC(=S)Nc1ccc([N+](=O)[O-])cc1,1%,?,-12%,-19%,?,-9%,4%,?
Cc1ccsc1/C=C1\Oc2cc(OCC(=O)c3ccccc3)ccc2C1=O,?,-10%,?,-7%,-7%,1%,-8%,-12%
Cc1cccn2c(CNC3CCCc4ccccc43)c(C(=O)N3CCCCC3)nc12 (stereo not given),-29%,20µM*,-10%,i,-16%,-14%,3%,-1%[46 µM]
O=S1(=O)OC(c2ccc(O)cc2)(c2ccc(O)cc2)c2ccccc21,/,14%[13.5 µM],/,/,9%[9.22 µM],/,-4%[7.66 µM],?
Cn1cc(CN2CCCC(CO)(Cc3ccccc3)C2)c2ccccc21 (stereo not given),18%,-14%,-6%,-11%,/,-13%,2%,?
Cc1cc(C)c(-c2c(O)c3c(n(C)c2=O)CC(C)(C)CC3=O)c(C)c1,7%,8%,-13%,6%,-17%,9%,-2%,-3%
O=C(Nc1cccc(F)c1)N1CC[C@@]2(CCCN(C(=O)c3ccncc3)C2)C1,/,15%,/,-4%,-8%,/,-2%,/
O=c1c2[nH]c3ccccc3c2ncn1Cc1cccnc1,?,3%,-7%,-2%,-7%,?,-3%,7%
COc1ccccc1NC(=O)C1C2C=CC3(CN(Cc4cccnc4)C(=O)C13)O2 (stereo not given),4%,-14%,5%,2%,20%,0%,0%,12%
O=C(Cc1cccs1)Nc1cccc([N+](=O)[O-])c1,6%,?,-18%,i,-4%,-28%,2%,/
COc1ccc(CNC(=O)CNC(=O)c2c(C)nn(C)c2Cl)cc1,2%,4%,5%,20%,-6%,1%,-3%,/
Cc1occc1-c1nnc(SCC(=O)N2CC(=O)Nc3ccccc32)n1CC(C)C,-5%,-17%,-6%,i,17%,/,4%,-5%
O=C1C2C3C=CC(C3)C2C(=O)N1c1nc2ccccc2s1 (stereo not given),3%,?,-7%,-3%,-16%,-2%,-3%,-9%
CCOC(=O)c1ccc(-c2ccc(/C=N/NC(=O)CN(c3ccccc3Br)S(C)(=O)=O)o2)cc1,?,?,-8%,-1%,11µM*,-9%,1%,-18%
COc1cccc(C(=O)Nc2ccc(NC(=O)c3ccco3)cn2)c1,-6%,2%,-17%,-4%,-2%,-3%,-17%,3%
COc1ccccc1NC(=O)COc1ccc(/C=N/NC(=O)CSCc2cc(C)cc(C)c2)cc1,7%,15%,?,-13%,-6%,2%,3%,-2%
CCCC(C)NC(=O)CSc1nnc2ccccn12 (stereo not given),?,-7%,-1%,-4%,-1%,11%,3%,8%[46 µM]
Cc1sc2nc(CN3CCOCC3)nc(N3CCC(C(N)=O)CC3)c2c1C,-11%,1%,-1%,-14%,13%,2%,-4%,3%
CC(C)N(C(=O)CSc1nnnn1-c1ccc2c(c1)OCO2)C(C)C,-16%,?,0%,-6%,/,-6%,-2%,?
COC(=O)C1C(=O)OC(C)(C)C1C(C)C(=O)c1ccc(C)cc1C (stereo not given),4%,-8%,-9%,25%,-6%,0%,4%,/

# Screening data as filed in PubChem.

# Only part of the results is shown. The share of hits here may be higher or lower than overall.
